Bioassay records (PubChem BioAssay)
p53ts 39C tox: kills p53ts cells at the nonpermissive temperature | H1299-p53A138V viability at 39C, ATP luminescence, 24 h | Potency, µM (top dose mostly 46.1 µM), inactives show top-dose activity change, negative = cell killing, most hits filed as cytotoxic | AID 902 | hit rate 1.5% among 130,000; further: nearly all actives have a fitted effect of over 55% in size
IkB sig inh: inhibitors of IkB signaling in ABC-DLBCL cells; hit rate 0.04% among 110,000; ABC-DLBCL IkBa-CBG/CBR dual luciferase ratio, 4 h; response scale: scaled: untreated 0%, proteasome inhibitor 100%; AID 445; Potency, µM (series often up to 57.1 µM), inactives show top-dose IkBa stabilization activation; active means well fitted curve in the direction sought with a large enough effect in the signal ratio, not every such curve was filed as active; inconclusive means small, poorly fitted or top-dose-only effect, or a change in a side signal; the % refers to the signal ratio;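 further: the direction sought is a rising ratio; 0% = basal untreated cells and 100% = reference inhibitor full response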
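In this assay, an IκBα–CBG68 fusion accumulates when IKK-driven degradation is blocked; native CBR normalizes for cell number. OCI-Ly3 cells were treated 4 h with compound and doxycycline, then green and red light read after Chroma-Glo addition.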
p53ts 32C tox: kills p53ts cells at the permissive temperature | AID 924 | Potency, µM (top dose mostly 46.1 µM), without a hit: top-dose activity change, negative = cytotoxicity, hits mostly cytotoxic | hit rate 0.93% among 130,000 | H1299-p53A138V at 32C, ATP luminescence viability, 24 h;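 further: 0% = DMSO and -100% = full killing by reference compound; nearly all actives have a fitted effect of over 55% in size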
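ATP-content luminescence (ATPlite) read-out after 24 h compound exposure at 32C in H1299-p53A138V cells (600/well). Tested up to 46 uM. Normalized to DMSO (0%) and 100 uM tamoxifen (100% killing); Hill-fit AC50.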
Imprint erasure: induces erasure of genomic imprints in mouse ES cells. mouse ES Peg3-LacZ reporter, beta-gal luminescence, 40 h. Potency, µM (series often up to 60.7 µM), for the others: top-dose activity change, positive = activation, usual class: activators. hit rate 0.02% among 110,000. AID 1948;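 further: 0% = negative control wells on the plate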
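Gelatin-coated wells received 300 freshly trypsinized female ES cells with a Peg3LacZ-Neo reporter on the maternal allele, then incubated 40 hours at 37C. BetaGlo was added for 5 minutes at room temperature before a single luminescence read.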
Starred values were filed as active, the others as inactive; ? = inconclusive; . = not tested or not shown; [ ] = another dose, or the depositor's remark. Unless noted, the call rests on the fitted dose curve; in most records, active means well fitted curve in the direction sought with a large enough effect; inconclusive means small, poorly fitted or top-dose-only effect, or another doubt; inactive means no such curve, though single readings can be large; an effect the other way counts as inactive or inconclusive. Unless noted, on the % scale 0 is the no-effect control and ±100 the full control effect; potency means the concentration at half of the fitted maximal effect.

Each structure is followed by: p53ts 39C tox | IkB sig inh | Imprint erasure | p53ts 32C tox
> CCN1CCN(C(=O)CN(C)S(=O)(=O)c2ccc(OC)cc2)CC1
 : 1% | 0.0% | 2% | 13%
> Cc1cccc(-n2c(CCN3C(=O)c4ccccc4C3=O)nc3ccccc3c2=O)n1
 : 5% | -2.6% | 11% | 12%
> COc1cc(NC(=O)C2CCN(S(=O)(=O)c3c(C)noc3/C=C/c3c(C)cc(C)cc3C)CC2)cc(OC)c1
 : ? | ? | 15%[10.9 µM] | 7%
> O=C(COc1ccccc1Cl)N(Cc1cccc(F)c1)C1CCS(=O)(=O)C1 (stereo unspecified)
 : -19% | ? | 11%[10.9 µM] | 2%
> Cc1cccc(C)c1NC(=O)c1ccc2c(c1)nnn2C1CCCC1
 : ? | -0.5% | 6%[10.9 µM] | -1%
> Cc1ccc(CNC(=O)Cn2ccn(-c3ccc(C)c(C)c3)c(=O)c2=O)cc1
 : 1% | -2.8% | -13%[10.9 µM] | -1%
> Cc1cc(C)n(-c2ccc(C(=O)NC3=NCCS3)cc2)n1
 : -24% | 0.8% | -22% | -26%
> CCN1CCN(c2nc(SC)nc3sc4c(c23)CC(C)(C)OC4)CC1
 : 9% | -0.1% | -27% | 17%
> CCCCOc1ccc(Cl)cc1CSc1nnc(CC)n1N
 : 10% | 0.2% | -14% | 2%
> CC12CCC(c3nnc(SCc4ccc(Cl)cc4)nc31)C2(C)C (stereo unspecified)
 : -13% | . | . | -8%
> COC(=O)c1cc2cc(NS(=O)(=O)c3ccc(C)cc3)ccc2s1
 : -25% | . | . | -13%
> NCCC[C@H](N)CC(=O)N[C@H]1CNC(=O)[C@@H]([C@@H]2C[C@H](O)N=C(N)N2)NC(=O)/C(=C/NC(N)=O)NC(=O)[C@@H](CO)NC(=O)[C@@H](CO)NC1=O
 : 7%[20.6 µM] | 0.2%[25.6 µM] | -6%[16.8 µM] | -3%[20.6 µM]
> O=C(NCCN1C(=O)C2C3C=CC(C3)C2C1=O)Nc1ccccn1 (stereo unspecified)
 : -6% | -0.9% | -3% | -7%
> CCOc1ccccc1NC(=O)CSc1nc2cccnc2n1C
 : 11% | 1.1% | -12% | -7%
> O=C(CN1CCC(n2nnc3cc(F)ccc32)CC1)Nc1ccc2c(c1)CCC2
 : -13% | ? | -14% | -6%
> Cc1cccn2cc(-c3cccc(NC(=O)C(C)C)c3)nc12
 : ? | ? | -19%[10.9 µM] | ?
> Cc1nc2cnc(Nc3ccccc3)nc2n(C2CC2)c1=O
 : 2% | -0.8%[11.4 µM] | -5% | 2%
> CCOC(=O)c1[nH]nc2c1C(=O)N(CC)C2=O
 : 18% | -1.9% | -9% | -4%
> Cc1noc(-c2ccc(N3CCCCC3C)c([N+](=O)[O-])c2)n1 (stereo unspecified)
 : 3% | -0.4% | 11%[10.9 µM] | -9%
> O=C(O)c1sccc1S(=O)(=O)Nc1ccccc1N1CCCCC1
 : -2% | . | -1% | 7%

Following part.
Each structure is followed by: p53ts 39C tox | IkB sig inh | Imprint erasure | p53ts 32C tox
> O=C(CSc1nnc(COc2ccccc2)o1)NCCc1ccccc1
 : 6% | 3.7% | -19% | 7%
> CC[C@]12CCCN3CCc4c(n(c5ccccc45)C(=O)C1)[C@H]32
 : 0% | . | -14% | -4%
> CC(C)NC(=O)c1cnc2sc(N3CCCCCC3)nn2c1=O
 : 14% | -1.0% | 9%[10.9 µM] | -4%
> CC(=O)N1c2ccccc2CC1C(=O)N1CCN(c2cc(Cl)ccc2C)CC1 (stereo unspecified)
 : 3% | ? | -12%[10.9 µM] | -2%
> CC1Cc2cc(S(=O)(=O)CCC(=O)Nc3ccc(F)c(Cl)c3)ccc2N1C(=O)C1CC1 (stereo unspecified)
 : -11% | -0.2% | 7%[10.9 µM] | -1%
> CCCCN(C)CCCNC(=O)CN1C(=O)COc2ccc(S(=O)(=O)N3CCOCC3)cc21
 : 4% | -0.6% | -10%[10.9 µM] | 5%
> COc1ccc(-n2c(Cc3ccccc3)nnc2SCc2nc(-c3ccccc3C)no2)cc1
 : 4% | ? | 5%[10.9 µM] | 17%
> Cc1cc(C)n2nc(Nc3ccccc3)cc2n1
 : -29% | 0.0% | 3% | -7%
> N#Cc1c(NC(=O)CSCC(=O)O)sc2c1CCCC2
 : -1% | ? | -12% | 7%
> Oc1c(Br)cc(Br)c2cccnc12
 : 7.9µM* | . | -30%[inhibitor] | ?
> CSc1cccc(NC(=O)C2CCCN(S(=O)(=O)c3ccc(F)cc3)C2)c1 (stereo unspecified)
 : 15% | ? | -13% | 13%
> CCOC(=O)c1c(C)oc2nc(C)nc(N(CC(C)C)CC(C)C)c12
 : -9% | ? | -5%[10.9 µM] | 3%
> Cc1nn(C)c2c1c(C(F)(F)F)cc(=O)n2CC(=O)N1CCCCC1
 : -32% | -0.6% | -5%[10.9 µM] | 1%
> O=C(CN1C(=O)c2ccccc2C1=O)Nc1nnc(C2CCCO2)s1 (stereo unspecified)
 : -1% | 0.7% | 10% | -3%
> Fc1ccc(Nc2c3c(nc4ccccc24)CCC3)cc1
 : 18% | ? | -20%[10.9 µM] | -8%
> COc1ccc(Nc2ncnc3onc(C)c23)cc1Cl
 : 12% | ? | 11%[10.9 µM] | 1%
> CCOc1ccc(-c2nnc(SCc3nnc(-c4ccccc4)o3)n2-c2ccccc2F)cc1
 : 0% | ? | -15% | 13%
> COc1ccc(NC(C)=O)cc1NC(=O)CN1CCN(S(=O)(=O)c2ccc(C(C)C)cc2)CC1
 : -10% | -1.0% | 10% | -2%
> CCC(C)C(=O)N1CCc2cc(-c3csc(N)n3)ccc21 (stereo unspecified)
 : 13µM* | -1.5% | -25% | 10µM*
> CC1Cc2cc(/C(O)=C3/C(=O)C(=O)N(CCN4CCOCC4)C3c3cccc(O)c3)ccc2O1 (stereo unspecified)
 : 0% | 0.2% | -11% | -4%

Four neighbouring entries from above, for reference:
Each structure is followed by: p53ts 39C tox | IkB sig inh | Imprint erasure | p53ts 32C tox
> CCOc1ccc(-c2nnc(SCc3nnc(-c4ccccc4)o3)n2-c2ccccc2F)cc1
 : 0% | ? | -15% | 13%
> COc1ccc(NC(C)=O)cc1NC(=O)CN1CCN(S(=O)(=O)c2ccc(C(C)C)cc2)CC1
 : -10% | -1.0% | 10% | -2%
> CCC(C)C(=O)N1CCc2cc(-c3csc(N)n3)ccc21 (stereo unspecified)
 : 13µM* | -1.5% | -25% | 10µM*
> CC1Cc2cc(/C(O)=C3/C(=O)C(=O)N(CCN4CCOCC4)C3c3cccc(O)c3)ccc2O1 (stereo unspecified)
 : 0% | 0.2% | -11% | -4%

(further entries)
Each structure is followed by: p53ts 39C tox | IkB sig inh | Imprint erasure | p53ts 32C tox
> Cc1ccc(NC(=O)c2cc(-c3ccco3)on2)cc1C
 : -21% | ? | -3% | -24%
> O=C(Nc1cccc(Cl)c1Cl)c1ccncc1
 : 3% | 1.5% | -9% | 4%
> COc1cccc2sc(N3CCN(C(=O)CCS(=O)(=O)c4ccc(F)cc4)CC3)nc12
 : 1% | ? | -13%[10.9 µM] | -1%
> Cc1ccc(NC(=O)Nc2cccc(C)n2)cc1
 : 16µM* | 12% | -18%[10.9 µM] | 13µM*
> CCn1cc(C2=NOC(C(=O)Nc3c(C)nn(Cc4ccc(F)cc4)c3C)C2)c(C)n1 (stereo unspecified)
 : 5% | 1.5% | 0% | -1%
> CCCCNC(=O)c1cnc2c(-c3ccc(OCC)c(OCC)c3)c(C)nn2c1-c1ccccc1
 : 7% | 0.5% | -17%[10.9 µM] | 7%
> CC1=C(C(N)=O)C(c2ccc(C(C)C)cc2)n2nc(SCc3ccccc3)nc2N1 (stereo unspecified)
 : 13% | ? | -5%[10.9 µM] | 0%
> CCCNc1nc2c(c(=O)[nH]c(=O)n2C)n1Cc1ccc(F)cc1
 : 12% | 2.3% | -5% | 17%
> Cc1cc(C(=O)CC#N)c(C)n1CC(F)(F)F
 : 7% | 0.8% | -4% | 5%
> O=C(Nc1ccc(Cl)cc1)N1CCC(c2nc(-c3cccs3)no2)CC1
 : -5% | ? | -42%[inhibitor] | -2%
> Clc1ccccc1-c1nn2c(Cn3cnc4ccccc43)nnc2s1
 : 10% | 2.6% | -16% | -9%
> CCOC(=O)C1CCCN(C2CC(=O)N(c3cccc(C(F)(F)F)c3)C2=O)C1 (stereo unspecified)
 : -6% | ? | -34%[inhibitor] | -7%
> COc1ccc(Nc2ncc3c(n2)CCN(C(=O)OC(C)(C)C)C3)cc1
 : -2% | ? | -14%[10.9 µM] | -3%
> Cc1cccc(C)c1NC(=O)CSc1nc2ccccc2c2nc(CCc3c(C)n[nH]c3C)nn12
 : 2% | -1.0% | -10%[10.9 µM] | -1%
> CCSc1ccccc1C(=O)Nc1cc(C)on1
 : 16% | 1.8% | 15% | 6%
> COc1ccc(-c2noc(COc3ccc(C)cc3C)n2)cc1OC
 : -11% | -0.4% | -9%[10.9 µM] | -13%
> C=C(CC(=O)OC)C[C@]1(CC(=O)OC)CC2(CC=C(C)C)C(=O)C(C(=O)c3ccccc3)=C(OC(=O)c3ccc(Br)cc3)C(CC=C(C)C)(C1)C2=O (stereo partly specified)
 : 14%[9.22 µM] | . | . | 1%[9.22 µM]
> Cc1ccc(-c2nc(NC(=O)CSc3nnc(C)s3)ns2)cc1
 : -17% | 0.8% | -3% | -1%
> Cc1cccc(C)c1NC(=O)CS(=O)CC(=O)NC1CCN(Cc2ccccc2)CC1 (stereo unspecified)
 : 2% | 1.8% | -2% | 1%
> Cc1cc(Nc2cccc(Cl)c2C)n2ncnc2n1
 : 1% | -4.3% | -6% | 5%

Continued.
Each structure is followed by: p53ts 39C tox | IkB sig inh | Imprint erasure | p53ts 32C tox
> CCOC(=O)c1cc(-c2ccccc2)n(-c2cccc(C(=O)Nc3cccc(C(C)=O)c3)c2)c1C
 : 0% | ? | -23%[10.9 µM] | 7%
> O=C(CC12CC3CC(CC(C3)C1)C2)NCO
 : 0% | 2.5% | -4% | -6%
> COc1ccc(C(=O)NCC(c2ccc(Cl)cc2)N2CCCCC2)cc1 (stereo unspecified)
 : -7% | ? | -13%[10.9 µM] | -8%
> COc1ccc(-c2ccc(SCC(=O)NCc3ccco3)nn2)cc1
 : -26% | 0.3% | -24% | ?
> COc1ccc(CNc2nc(SCc3ccc(Cl)cc3)nc3ccccc23)cc1
 : -15% | -0.1% | -15%[10.9 µM] | -8%
> CCc1cccc(NC2c3ccccc3C(=O)N2c2ccc(C)cn2)c1 (stereo unspecified)
 : 6% | ? | -22% | 12%
> COC(=O)c1ccccc1S(=O)(=O)N(CCCO)Cc1cc2c(C)ccc(C)c2[nH]c1=O
 : -14% | 0.0% | -4% | 1%
> Cc1cc(C)cc(-n2ccn(Cc3ccccc3C)c(=O)c2=O)c1
 : -19% | -3.7% | -10%[10.9 µM] | -4%
> O=C(c1ccc(F)cc1)C1CCN(C(=O)N2CCOCC2)CC1
 : 1% | -1.7% | 10% | 3%
> Cc1nnc(NC(=O)c2ccc3c(c2)C(=O)N(CC2CCCO2)C3=O)s1 (stereo unspecified)
 : 7% | -1.3% | 1% | -8%
> COc1ccc(Cn2ccn(CC(=O)Nc3cc(C)ccc3C)c(=O)c2=O)cc1
 : -3% | ? | -10%[10.9 µM] | 26%
> O=C(c1csc2c1CCCC2)N1CCN(c2ccccc2)CC1
 : -13% | 2.4% | -17% | 1%
> CCCCc1nn2c(C)c(-c3ccc(OCC)cc3)nc2s1
 : -28% | -2.4% | -11%[10.9 µM] | -9%
> CC(NC(=O)C1CCCN(S(=O)(=O)c2cnc[nH]2)C1)c1ccccc1 (stereo unspecified)
 : -3% | -0.9% | -3% | 5%
> COCCn1nnnc1C(c1cccs1)N1CCN(c2nc3ccccc3s2)CC1 (stereo unspecified)
 : -2% | 3.7% | -14% | 11%
> COc1cc(OC)c(C(=O)Nc2ccc(S(=O)(=O)Nc3ncccn3)cc2)cc1OC
 : -5% | -3.3% | 1% | 9%
> Cc1cccc(C(=O)Nc2sc3c(c2C(=O)N2CCCCC2)CCC(C)C3)c1 (stereo unspecified)
 : -14% | ? | -6%[10.9 µM] | 8%
> O=C(c1ccccc1)N(c1ccccc1)C1C=CS(=O)(=O)C1 (stereo unspecified)
 : -26% | 0.5% | 12% | 3%
> COC(=O)c1ccccc1NC(=O)Nc1cc(C)cc(C)n1
 : 12% | -2.2% | -3% | 1%
> COc1cc(S(=O)(=O)N2CCCCC2)ccc1NC=O
 : 4% | -0.8% | -4% | 4%
